Compound activity (PubChem BioAssay)
FBW7 act – human FBW7 E3 ligase activation, primary screen; Q969H0; AlphaScreen FBW7–phospho-cyclin E peptide binding, activator screen; normalized activity (activation), % at 26.1 µM; 0.13% of 650,000 active; AID 1259310; in the data active = normalized activity above about 1.9%;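 note: purified mutant Fbw7 with reduced substrate affinity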
Target sequence (Q969H0 whole entry, looked up): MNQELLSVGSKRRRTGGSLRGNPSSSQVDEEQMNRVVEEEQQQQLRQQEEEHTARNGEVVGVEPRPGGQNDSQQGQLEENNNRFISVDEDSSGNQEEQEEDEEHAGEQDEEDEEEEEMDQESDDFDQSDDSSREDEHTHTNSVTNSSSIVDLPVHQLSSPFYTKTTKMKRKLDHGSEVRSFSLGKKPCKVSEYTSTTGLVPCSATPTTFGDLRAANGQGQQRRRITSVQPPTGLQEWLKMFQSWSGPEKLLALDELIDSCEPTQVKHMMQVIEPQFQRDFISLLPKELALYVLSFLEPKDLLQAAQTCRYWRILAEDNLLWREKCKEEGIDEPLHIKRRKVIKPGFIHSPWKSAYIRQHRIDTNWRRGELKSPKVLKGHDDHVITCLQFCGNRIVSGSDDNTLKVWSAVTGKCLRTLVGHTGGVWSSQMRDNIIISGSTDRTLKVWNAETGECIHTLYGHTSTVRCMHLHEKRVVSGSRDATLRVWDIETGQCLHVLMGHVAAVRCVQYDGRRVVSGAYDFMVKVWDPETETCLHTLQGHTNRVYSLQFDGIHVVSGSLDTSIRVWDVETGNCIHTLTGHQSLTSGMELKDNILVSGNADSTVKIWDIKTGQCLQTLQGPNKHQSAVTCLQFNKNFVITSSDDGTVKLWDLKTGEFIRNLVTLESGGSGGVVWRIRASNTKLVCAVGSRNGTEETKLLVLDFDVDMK
TEAD-YAP inh – TEAD-YAP interaction inhibition. HEK-TIYL cells, TEAD-Gal4/YAP UAS-luciferase luminescence. inhibition, % at 9.12 µM. 1.4% of 640,000 active; in the data active = inhibition above about 32%;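 note: 0% = median of test compound wells and 100% = reference inhibitor wells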
GPR151 ag – activators of human GPR151. activation, % at 11.2 µM. 1% of 650,000 active. AID 1508602. PathHunter beta-arrestin GPR151 cells, luminescence; in the data active = activation above about 4.9%;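 note: 0% = median of compound wells and 100% = cells with positive control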
MITF primary – inhibitors of human MITF | O75030 | AlphaScreen MITF homodimerization, bead proximity signal | inhibition, % at 2.6 µM | 0.91% of 650,000 active; in the data active = inhibition above about 50%;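 note: 0% = vehicle wells with protein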
The depositor's hits bear a star.

canonical_smiles	FBW7 act	TEAD-YAP inh	GPR151 ag	MITF primary
CCOC(=O)c1nn(CCO)c2c1CN(Cc1nc3ccccc3s1)CC2	0.0	-5	0.1	-1
Cc1ccc(C(=O)NC(C)C2CC3CCC2C3)cc1 (stereo not given)	-0.1	-12	10*	0
C/C(CC(=O)N(C)c1ccccc1)=N\NC(=O)c1cc(Cl)ccc1O	0.2	-18	-1.3	-10
O=C(Nc1ccc(F)cc1[N+](=O)[O-])c1cnc2n(c1=O)CCS2	0.0	-14	-1.0	-5
CC(C)c1csc(CN2CCC(N3CCC(C(=O)NCC4CCCO4)CC3)CC2)n1 (stereo not given)	0.4	2	0.5	14
c1ccc(CN2CCC(N3CCN(C4CCC(c5ccccc5)CC4)CC3)CC2)cc1 (stereo not given)	-0.1	-3	-0.2	12
C=CCN1C(=O)/C(=C/c2ccccc2Cl)C(=O)NC1=S	-0.3	0	-0.9	1
CC1CCN(c2c([N+](=O)[O-])c(=O)n(C)c3ccccc23)CC1	0.0	-3	0.8	-6
CC1CCCC(C)N1S(=O)(=O)c1ccc(Br)cc1 (stereo not given)	-0.2	-1	-0.8	-3
CCCOc1ccc(/C=c2\sc3nc(-c4ccccc4OC(C)=O)nn3c2=O)cc1	-0.1	-12	-0.1	-7
CCCS(=O)(=O)N1CCC(C(=O)N2CCc3ccccc3C2)CC1	0.1	-3	1.7	-1
CC1=C(C(=O)Nc2cccc(C)n2)C(c2cccnc2)C2=C(CCCC2=O)N1 (stereo not given)	0.0	-11	-0.4	11
O=C1c2ccccc2C(Nc2ccc(F)cc2)N1c1cccnc1 (stereo not given)	-0.1	8	-0.6	17
CC(=O)c1ccc(-c2cnc3c(NCC(C)C)nccn23)s1	0.0	-75	1.0	5
CC1(C)CC(=O)C2=C(C1)OC(N)=C(C#N)C2c1ccc([N+](=O)[O-])cc1 (stereo not given)	-0.2	-1	-1.4	-2
O=C(CSc1nc2ccccc2[nH]1)Nc1ccccc1Br	-0.1	-2	-0.2	-4
COc1ccc(N2CC(C(=O)OCC(=O)Nc3ccc(C)cc3)CC2=O)cc1 (stereo not given)	-0.1	22	0.8	6
Cc1ccc(-n2nc3c(c2NC(=O)COc2ccc(Cl)cc2)CS(=O)C3)cc1 (stereo not given)	-0.1	10	0.1	-1
COC(=O)c1c(OCCc2ccccn2)cc(=O)n2c1CCN(C(=O)C1CCCC1)CC2	-0.1	3	0.8	6
CCOC(=O)c1cnc2c(C)cccc2c1Nc1ccc(N2CCCCC2)cc1	0.0	4	2.4	7
COc1cc(C2C3=C(CC(C)(C)CC3=O)NC3=C2C(=O)CC(C)(C)C3)cc(Br)c1OC	0.2	0	0.1	-5
CCCCNc1nc2c(c(=O)n(C)c(=O)n2C)n1Cc1ccc(Cl)cc1	0.0	-5	0.7	14
CCN(CC)C(=O)CSc1nnc2c3ccccc3nc(C(C)C)n12	0.1	-14	-0.5	12
COc1cc(OC)nc(CSCC(=O)N2CC(C)OC(C)C2)n1 (stereo not given)	0.2	10	2.4	11
O=C(c1ccccc1)c1ccccc1C(=O)N1CCCC1	0.0	5	2.1	1
CCCn1c(=O)c(C(=O)NC(C)c2ccccc2)c(O)c2ccccc21 (stereo not given)	0.1	-8	2.7	2
O=C(NCCCN1CCOCC1)c1cc(F)cc(-n2ncc3cc(Nc4c(Cl)cccc4Cl)ccc32)c1	0.1	-9	-1.2	3
Cc1ccc2c(c1)cc(CN(Cc1ccc3c(c1)OCO3)C(=O)C1CC1)c1nnnn12	-0.1	0	-0.4	0
COc1ccc2sc3ccccc3c(=O)c2c1	1.1	-40	-5.5	-16
COCCN1C(=O)CC(C(=O)OC)C12CCN(Cc1ccccc1OC)CC2 (stereo not given)	0.3	-2	-0.8	13
CCOC(=O)C1=C(N)N(c2ccc(Cl)cc2)C2=C(C(=O)CCC2)C1c1ccc(Br)s1 (stereo not given)	0.5	-2	-2.1	-2
O=C(O)CCCCCNc1ncnc2c1oc1ccccc12	-0.1	-9	-0.6	0
CCN(CC)C(=O)COc1cc(-c2cn[nH]c2)ccc1NC(=O)C1COc2ccc(C)cc2C1 (stereo not given)	0.5	-2	1.7	26
COc1ccc(-c2cnnc(N/N=C/c3cc4c(cc3[N+](=O)[O-])OCO4)n2)cc1	-0.1	-3	0.9	-1
O=C(OCC1OC2OC3(CCCCC3)OC2C2OC3(CCCCC3)OC12)c1ccccc1 (stereo not given)	-0.1	-1	-1.4	-5
COCCN(C(=S)Nc1ccc(OC)cc1)C1CCN(C(C)=O)CC1	0.1	8	-0.8	3
COCC(C)n1c(C)cc(C(=O)COC(=O)c2c(OC)cccc2OC)c1C (stereo not given)	-0.1	22	-1.6	10
COc1cccc(CNC(=O)Nc2nc3ccc(-c4cn[nH]c4)cc3s2)c1	0.1	96*	0.0	4
COc1ccc(C2=NC(c3ccc(F)c(Br)c3)NC(c3cc(Cl)ccc3O)C2)cc1 (stereo not given)	0.0	-10	-0.7	4
Cc1ccc(C(=O)NCCCC(=O)O)o1	0.6	0	-1.2	16
Cc1onc(-c2ccccc2Cl)c1C(=O)NCCN1Cc2ccccc2C1=O	-0.2	4	4.0	-3
COc1ccc(OC)c(NC(=O)c2ccc3c(SCC(=O)O)c4c(nc3c2)CCC4)c1	-0.2	2	-0.9	-14
CC(=O)c1ccc(N2CCN(S(=O)(=O)c3ccc(C)cc3)C(C)C2)c(F)c1 (stereo not given)	-0.1	10	-0.4	11
COc1ccc(N2C(=O)c3ccc(Oc4cccc([N+](=O)[O-])c4)cc3C2=O)cc1	-0.1	-6	-1.5	-5
COc1ccc(C(=O)Nc2sc3c(c2C#N)CCC3)cc1	0.1	37*	-0.2	0
CC1=C(C(=O)OCC2CCCO2)C(c2ccc(Cl)c([N+](=O)[O-])c2)C2=C(CC(C)(C)CC2=O)N1 (stereo not given)	0.1	6	-0.5	8
CCOC(=O)CS(=O)(=O)c1ccc(C(=O)N2CCN(c3ccccc3Cl)CC2)cc1[N+](=O)[O-]	-0.3	-29	-0.8	-5
CC(=O)Oc1ccc(C(=O)Nc2ccc(-c3nc4ccccc4[nH]3)cc2)cc1	-0.2	-17	-1.7	6
CCC(CC)C(=O)Nc1ccc(S(=O)(=O)Nc2ccc(C)cc2)cc1	-0.2	9	1.2	-6
Cc1cc(C)n2cc(CSc3nc4ccccc4[nH]3)nc2n1	-0.1	-1	1.5	1
COc1cc(=O)n2c(c1C(=O)N(C)C(C)c1ccco1)CCN(CCC(C)C)CC2 (stereo not given)	0.7	6	-1.3	12
CCN1C(=S)O/C(=C/N(C(C)=O)c2ccccc2)C1=S	-0.1	-74	-0.1	-5
O=C(NCCCS(=O)(=O)N1CCN(c2ncccn2)CC1)C12CC3CC(CC(C3)C1)C2	0.3	12	-0.4	-2
O=C(Nc1c(O)c2ccccc2oc1=O)c1cccs1	-0.6	-34	1.1	4
O=C(N1CCN(c2ccc(F)cc2)CC1)C(Cl)(Cl)Cl	0.1	0	-0.1	14
Cc1ccc(S(=O)(=O)NCc2nnc(NC(=O)c3cccc(NC(=O)C(F)(F)F)c3)s2)cc1	0.0	11	-0.9	5

Next records follow:
canonical_smiles	FBW7 act	TEAD-YAP inh	GPR151 ag	MITF primary
CCOC(=O)c1cnc2ccc(OCC)cc2c1Nc1ccc(C)cc1	0.0	-9	1.8	5
Cc1ccc(NC(=O)CN2C(=O)c3ccccc3C2=O)cc1	-0.1	7	0.2	5
O=C1OC(c2ccc(Cl)cc2)=N/C1=C\c1c(OCc2ccccc2)ccc2ccccc12	0.0	3	-0.3	-2
COc1ccc(C(=O)Nc2cccc(Cl)c2N2CCOCC2)cc1	0.3	-2	-0.6	21
COc1ccc(NC(=O)CC2SC(=O)N(CC(=O)c3ccccc3)C2=O)cc1 (stereo not given)	0.0	3	0.1	-14
O=C(O)c1ccc(-n2cnnn2)nc1	-0.1	-2	0.5	0
O=c1[nH]c(/C=C/c2cccc(Br)c2)nc(O)c1[N+](=O)[O-]	0.0	1	-0.9	2
CC(C)c1nc2ccccc2c2nn(CC(=O)N(C)C3CCCCC3)c(=O)n12	0.1	21	0.7	-5

Not a retest: entries from further up.
canonical_smiles	FBW7 act	TEAD-YAP inh	GPR151 ag	MITF primary
O=C1OC(c2ccc(Cl)cc2)=N/C1=C\c1c(OCc2ccccc2)ccc2ccccc12	0.0	3	-0.3	-2
COc1ccc(C(=O)Nc2cccc(Cl)c2N2CCOCC2)cc1	0.3	-2	-0.6	21
COc1ccc(NC(=O)CC2SC(=O)N(CC(=O)c3ccccc3)C2=O)cc1 (stereo not given)	0.0	3	0.1	-14
O=C(O)c1ccc(-n2cnnn2)nc1	-0.1	-2	0.5	0
O=c1[nH]c(/C=C/c2cccc(Br)c2)nc(O)c1[N+](=O)[O-]	0.0	1	-0.9	2
CC(C)c1nc2ccccc2c2nn(CC(=O)N(C)C3CCCCC3)c(=O)n12	0.1	21	0.7	-5

Additional records.
canonical_smiles	FBW7 act	TEAD-YAP inh	GPR151 ag	MITF primary
CCCCN(C)C(=O)c1sc2nc(C)nc(N(C)c3ccc(C(C)C)cc3)c2c1C	-0.1	1	2.6	-7
O=C(CCc1ccc(S(=O)(=O)NC2CCCCC2)cc1)NCc1ccncc1	-0.2	-15	-1.3	-7
Fc1ccccc1OCCSc1nc(-c2ccccc2)c(-c2ccccc2)n1-c1ccccc1	-0.1	-3	0.0	-36
COc1ccc(-c2ocnc2C(=O)NC(C)CCc2ccco2)cc1 (stereo not given)	-0.2	11	0.5	1
Cc1ccccc1-c1nc2s/c(=C\c3ccc(OCC(N)=O)cc3)c(=O)n2n1	0.4	9	1.3	17
CCOC(=O)C1=C(C(F)(F)F)NC(=S)NC1c1ccc(OC)c(OC)c1 (stereo not given)	0.1	1	-0.1	15
C=CCOc1ccc(C(=O)N2CCN(C)CC2)cc1	0.1	-4	-1.4	-4
CC(C)(C)NC(=O)CSc1nnc2c(n1)-c1cccc3cccc-2c13	0.7	4	1.6	10

(listing goes on)
compound,FBW7 act,TEAD-YAP inh,GPR151 ag,MITF primary
O=C(CSc1ccc(Cl)cc1)NC1CCCCC1,0.0,-52,3.2,14
Cc1ccc(/C=C2/SC(=S)N(CCS(=O)(=O)O)C2=O)o1,-1.2,6,0.8,56*
O=c1c(=O)n(-c2ccccc2)ccn1Cc1c(F)cccc1Cl,-0.1,0,2.9,7
O=C(CC(=O)c1cc(Cl)ccc1O)c1cccc(F)c1,0.1,-13,-0.1,-2
N#Cc1cccc(NC(=O)COC(=O)c2cc(=O)c3ccccc3o2)c1,0.2,11,2.0,5
O=C(O)/C(=C\C=C\c1ccccc1)NC(=O)c1ccccc1Cl,-0.1,-4,-0.8,5
CCOc1cc([N+](=O)[O-])cc(/C=N/NC(=O)COc2c(C)ccc(C)c2C)c1O,0.1,0,1.8,-3
O=c1[nH]c(=O)n(-c2ccccc2F)c(O)c1/C=C1\C=Nc2ccc(Br)cc21,-0.1,14,2.4,9
O=[N+]([O-])c1cccc(CN2CCN(S(=O)(=O)c3ccc(F)cc3)CC2)c1,0.4,-6,0.2,57*
CC(=O)c1cccc(NS(=O)(=O)c2c(N)n(C)c(=O)n(C)c2=O)c1,0.5,8,0.1,6
O=C1c2ccccc2C(=O)N1c1cccc(-c2csc(Nc3ccc(Oc4ccccc4)cc3)n2)c1,-0.1,-1,-1.1,3
N#CCSc1nc2c(sc(=S)n2Cc2ccccc2)c(=O)n1-c1cccc(Cl)c1,0.1,-3,-0.3,3
O=S1(=O)CC(O)C(OS(=O)(=O)c2ccccc2)C1 (stereo not given),-0.2,4,-0.4,11
O=C(c1ccco1)N1CCN(S(=O)(=O)c2ccc(Cl)cc2)CC1,-0.1,-2,2.7,-1
CCN1CCN(C(=S)Nc2ccc(Cl)c(Cl)c2)CC1,-0.2,-4,-0.1,2
COc1ccc(CNC(=O)c2sc3nc(-c4cccs4)ccc3c2N)cc1OC,-0.1,-3,0.5,-8
O=C(c1csc(Nc2cccc(Cl)c2)n1)N1CCN(c2ccccc2)CC1,0.0,15,1.0,9
COc1cccc(C(=O)NCCc2csc(-c3cccc(C)c3)n2)c1,0.0,3,-1.0,-3
O=C1OC(c2ccc(Cl)cc2Cl)=N/C1=C\c1ccccc1,0.0,7,-0.6,14
Cc1ccc(C(C)C(=O)NCCn2nc(-c3ccco3)ccc2=O)cc1 (stereo not given),-0.1,-4,-0.1,-4
c1ccc(Nc2cc(N3CCN(c4ccccn4)CC3)ncn2)cc1,-0.2,-13,-1.0,0
Cc1[nH][nH]c(=O)c1C(c1cc([N+](=O)[O-])ccc1O)c1c(C)[nH][nH]c1=O,-0.4,-6,-0.9,6
Cc1cc(Nc2cccc(Cl)c2Cl)n2ncnc2n1,-0.1,-3,0.3,3
CCc1cccc(C)c1NC(=O)C(C)C,0.7,-5,-1.4,16
CC(C)(C)NS(=O)(=O)c1ccc(NC(=O)c2ccc(Cl)cc2[N+](=O)[O-])cc1,0.1,-3,0.9,-2
Cc1ccc(NC(=S)N2CCN(c3ncccn3)CC2)c(C)c1,0.5,14,-1.1,-8
COc1cc(OC)c(-c2nc3cnccn3c2NC(C)(C)C)cc1OC,0.1,-5,-0.8,6
